# Bioassay records (PubChem)
# RTF Ca sens inh – cardiac RTF calcium sensitivity inhibitors, primary screen, biochemical, IANBD-TnC fluorescence, EC70 calcium; 340,000 tested, 0.12% active; AID 493244, 2011; IANBD-labeled cardiac RTF, Ca2+ fluorescence; Troponin I, cardiac muscle (Homo sapiens) + Troponin T, cardiac muscle (Homo sapiens) + …; inhibition, % at 7.15 µM;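 active = inhibition above the mean inhibition of all tested compounds plus 3 SD, cut at about 17% in these data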;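 note: assay run at fixed EC70 calcium of 1.6 mM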
# DAGLB inhibitor – DAGLB lipase inhibitors, primary screen, biochemical, fluorescence, HTS | Diacylglycerol lipase-beta (Homo sapiens), Q8NCG7 | HEK293T DAGLB membrane lysate, EnzChek fluorogenic substrate | inhibition, % at 5.17 µM | 340,000 tested, 0.059% active; in the data active = inhibition above about 34%;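 note: 0% = enzyme with vehicle and 100% = wells lacking enzyme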
# V-ATPase pH – regulators of yeast V-ATPase proton pumping, primary screen, pHLuorin cytosolic pH fluorescence; 350,000 tested, 0.37% active; S. cerevisiae; response, % at 10 µM; in the data active = response mostly above about 7.3%, no sharp cut-off; inactive = mostly below about 5.4%; note: actives read high; inactives centre near 0; some compounds called inactive have numbers as strong as hits
# DSG3 Ab inh – inhibitors of pemphigus antibody binding to DSG3, primary screen, biochemical, bead-based, flow cytometry, scFv-GFP; DSG3-coupled beads, scFv-anti-DSG3-GFP binding; active compounds read low; binding (percent of control), % at 10 µM; Desmoglein-3 (Homo sapiens), P32926; 310,000 tested, 0.48% active;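 active = binding more than 3 SD below its plate's average and above zero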;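 note: hits lower antibody fragment binding to DSG3; some compounds called inactive have numbers as strong as hits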
# Target sequence (P32926 whole entry, looked up, the tested form may be a part): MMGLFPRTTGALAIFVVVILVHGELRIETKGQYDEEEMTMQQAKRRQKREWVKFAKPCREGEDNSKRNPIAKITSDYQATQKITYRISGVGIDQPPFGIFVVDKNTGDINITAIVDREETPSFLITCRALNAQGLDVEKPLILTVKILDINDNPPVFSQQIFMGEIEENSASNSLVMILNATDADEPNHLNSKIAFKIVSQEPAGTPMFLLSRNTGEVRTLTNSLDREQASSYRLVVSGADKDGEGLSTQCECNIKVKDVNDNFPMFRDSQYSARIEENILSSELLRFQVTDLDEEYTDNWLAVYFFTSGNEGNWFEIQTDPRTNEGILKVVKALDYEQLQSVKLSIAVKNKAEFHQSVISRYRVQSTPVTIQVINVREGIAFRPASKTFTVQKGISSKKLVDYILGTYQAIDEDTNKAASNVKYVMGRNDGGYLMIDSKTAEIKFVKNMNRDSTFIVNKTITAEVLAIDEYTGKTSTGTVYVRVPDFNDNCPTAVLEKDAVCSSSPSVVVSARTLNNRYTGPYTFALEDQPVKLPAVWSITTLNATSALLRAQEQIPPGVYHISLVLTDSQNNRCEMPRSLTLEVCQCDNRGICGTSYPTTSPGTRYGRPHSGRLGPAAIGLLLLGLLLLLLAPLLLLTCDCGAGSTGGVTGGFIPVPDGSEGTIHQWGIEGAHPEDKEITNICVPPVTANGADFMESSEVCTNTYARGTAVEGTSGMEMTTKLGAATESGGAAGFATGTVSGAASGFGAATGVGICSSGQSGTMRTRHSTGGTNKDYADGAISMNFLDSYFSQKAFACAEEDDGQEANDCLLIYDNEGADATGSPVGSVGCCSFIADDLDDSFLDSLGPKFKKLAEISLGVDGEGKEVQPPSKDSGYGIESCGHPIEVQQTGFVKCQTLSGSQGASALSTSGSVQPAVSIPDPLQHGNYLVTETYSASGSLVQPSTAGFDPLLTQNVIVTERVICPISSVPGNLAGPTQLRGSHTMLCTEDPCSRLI
# Arrestin-AP2 inh – inhibitors of beta-arrestin/AP2 binding, primary screen, biochemical, GPCR trafficking, flow cytometry | beta-arrestin 1 C-terminal peptide binding to AP2 beta2-adaptin appendage (human) | FITC-arrestin peptide / GST-AP2 beads; AP2 beta2 appendage carries R879A mutation | inhibition, % at 10 µM | 340,000 tested, 0.31% active;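 active = inhibition above a set limit, near 3 SD of compounds lacking own fluorescence, cut at about 54% in these data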;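 note: plate controls were DMSO wells for no effect and 5 µM unlabelled arrestin peptide for full effect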
#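 Assay system: GST-AP2 R879A bound to glutathione beads, E. coli-expressed; Medium: PBS with 0.05% Tween 20 and 0.1% BSA; Also added: fluorescein-tagged arrestin peptide at 50 nM final; Timing: 12 min plus 1 h, RT; Measured by: flow cytometry, FL1 (488/535 nm); Evaluation: percent drop in bead-associated FITC signal.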
# Keap1-Nrf2 PPI – Keap1-Nrf2 protein-protein interaction inhibitors, primary screen, biochemical, fluorescence polarization, single point; 340,000 tested, 0.15% active; inhibition, % at 9.4 µM; Kelch-like ECH-associated protein 1 (Homo sapiens), Q14145; Keap1 Kelch-Nrf2 peptide fluorescence polarization, 1536-well; AID 504523, 2011; in the data active = inhibition above about 12%;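 note: human Keap1 Kelch domain with fluorescein labeled Nrf2 9mer peptide probe; 0% = neutral control wells and 100% = peptide positive control; higher means more block of Keap1 binding to Nrf2 peptide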
# CAL PDZ FP-1 – CAL PDZ peptide-binding inhibitors, primary screen, biochemical, fluorescence polarization, Cer-tagged CAL PDZ, HTS | purified CAL PDZ, TMR-peptide fluorescence polarization, 1 h | inhibition, % at 20 µM | AID 504414, 2011 | 330,000 tested, 0.02% active;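 active = highest replicate inhibition of at least 40%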;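 note: plate controls were DMSO neutral control wells for no effect and unlabeled competitor peptide control wells for full effect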
#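 Control set: unlabelled peptide and DMSO controls / Material: purified CerCALP PDZ construct / Timing: 1 h incubation at room temperature before polarization reading / Doses: 20 µM, one dose / Detection: fluorescence polarization (mP)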
# NSD2 HMT inh – NSD2 histone methyltransferase inhibitors, primary screen, biochemical, AlphaScreen, single concentration, set 2 | 310,000 tested, 0.54% active | inhibition, % at 12.5 µM | NSD2 peptide methylation, 120 min | Histone-lysine N-methyltransferase NSD2 (Homo sapiens), O96028; in the data active = inhibition above about 50%
# CAL PDZ FP-2 – untagged CAL PDZ binding inhibitors, primary screen, biochemical, fluorescence polarization, HTS. Golgi-associated PDZ and coiled-coil motif-containing protein (Homo sapiens), Q9HD26. purified CAL PDZ, TMR-peptide fluorescence polarization, 1 h. inhibition, % at 24.9 µM. 300,000 tested, 0.92% active. AID 602252, 2012;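 active = mean inhibition of at least 30% with at least half of replicates also reaching 30%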;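 note: 0% = DMSO neutral control and 100% = excess unlabeled competitor peptide PRC23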
# LANA DNA inh – inhibitors of KSHV C-LANA binding to DNA, primary screen, biochemical, fluorescence polarization, FAM-LBS DNA, MBP-C-LANA, single point. Kaposi's sarcoma herpesvirus LANA C-terminal domain (residues 932-1162) DNA binding. inhibition, % at 9 µM. 340,000 tested, 0.078% active;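 active = highest replicate inhibition at or above 60% at 9 µM, even if other replicates fall short; inactive = all replicates below 60% inhibition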;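 note: 0% = neutral control wells and 100% = 4 µM acridine orange control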
# * marks the source's active call; other numbers are inactive results; · = no result given. A portion of the library (hit frequency here may not be typical).
SMILES,RTF Ca sens inh,DAGLB inhibitor,V-ATPase pH,DSG3 Ab inh,Arrestin-AP2 inh,Keap1-Nrf2 PPI,CAL PDZ FP-1,NSD2 HMT inh,CAL PDZ FP-2,LANA DNA inh
COc1cccc(NC(=O)C(NCC(C)(C)CN(C)C)c2ccccc2)c1 (configuration not stated),-16,0,-3,89,16,-4,-2.3,0,2,-1.4
CC1Cc2ccccc2C(=O)N1 (configuration not stated),-9,0,4,90,1,-2,-1.1,·,2,-0.5
CC(C)(C)C(=O)O/N=C(\N)COc1cccc(Cl)c1,-2,-2,-7,119,-3,3,-0.7,0,-4,-1.2
Cc1cccc(S(=O)(=O)c2c(N)n(/N=C/c3ccco3)c3nc4ccccc4nc23)c1,0,-7,1,·,-4,-5,-5.8,-2,-2,-0.2
CCc1ccccc1NC(=O)Cn1nc(C(F)(F)F)cc1C1CC1,2,-1,-2,104,30,-3,0.7,·,2,-1.2
COc1cccc([C@@H]2CC=C(C(=O)O)[C@H](c3ccccc3)N2S(=O)(=O)c2ccc(C)cc2)c1,-13,0,-1,121,7,1,-0.1,·,1,-1.1
CSc1nc(=S)n(Cc2ccccc2)c(C)c1C(C)=O,14,2,-3,127,0,-3,-0.9,-2,-4,-1.0
Cc1ccccc1N1C(=O)c2ccccc2C1Nc1cccnc1 (configuration not stated),-5,1,-4,100,5,6,0.8,·,·,0.6
COc1ccc(N(CC(O)Cn2nnc3ccccc32)S(=O)(=O)c2ccc(C)cc2)cc1 (configuration not stated),-1,-1,0,100,3,-6,-2.8,-1,-3,-0.5
Cc1c(NC(=O)c2ccccc2)c(=O)n(-c2ccccc2)n1C,-12,1,-5,94,8,5,-0.3,1,-4,3.2
CCOc1cc(CNc2ccc3c(c2)OCCO3)cc(Br)c1OC,12,2,5,104,10,-2,-0.3,8,0,-0.3
O=C(Nc1ccc(N2CCCC2)c(Cl)c1)c1ccc([N+](=O)[O-])cc1,-3,7,-5,80,1,-6,-4.0,4,14,-0.5
Cc1ccc(Nc2nnc(SCC(=O)Nc3cccc(S(=O)(=O)NC4=NCCCCC4)c3)s2)c(C)c1,8,3,0,101,-11,1,-0.2,-2,2,-0.3
Cc1c(C(=O)N2CCN(c3ccccc3F)CC2)sc2nc(-c3ccccc3)cn12,-5,-2,1,107,0,1,-1.5,16,-2,0.0
CC1CCc2c(sc(NC(=O)CN3CCN(C(=O)c4ccco4)CC3)c2C#N)C1 (configuration not stated),4,1,2,76,-2,-5,-1.4,0,-2,-1.8
C(=N\N=C\c1cccnc1)/c1cccnc1,5,-2,0,90,-10,-4,-3.0,0,-2,-0.2
O=C(COc1ccc2c3c(c(=O)oc2c1)CCCC3)NCc1ccccn1,-5,2,-1,105,17,4,-1.5,-5,·,0.0
CCOC(=O)/C=C/C(=O)N1CCN(C(=O)/C=C/C(=O)OCC)CC1,2,-1,0,98,33,0,-0.2,0,1,1.1
Cc1ccc(/C(CSc2nccn2-c2ncc(C(F)(F)F)cc2Cl)=N\O)cc1,10,0,4,107,3,1,-0.4,6,0,0.0
CC(=O)c1c(C)[nH]c(C(=O)CSc2nnc(C3CCCCC3)n2N)c1C,-4,2,-2,·,4,2,-1.7,0,-1,1.6
CCC(C)Nc1nc(-c2ccc3c(c2)NC(=O)CO3)cs1 (configuration not stated),9,14,3,106,7,-3,-0.1,-1,-1,0.0
O=C(Nc1cccc2ccccc12)N1N=CCC1c1ccccc1 (configuration not stated),·,·,-4,103,5,·,·,1,·,·
CCn1c(=O)cc(OCC(=O)N2CCN(C(=O)c3ccco3)CC2)c2ccccc21,-2,-1,-1,96,29,-7,-2.6,-1,-2,0.2
Cc1ccc(NC(=O)CS(=O)CC(=O)NC23CC4CC(CC(C4)C2)C3)cc1 (configuration not stated),4,-2,0,107,-2,1,-0.8,·,3,1.7
Cn1ccnc1C(=O)c1ccc(NN)c([N+](=O)[O-])c1,9,-1,0,84,11,-2,-2.6,1,-5,0.4

# Next part; the last four above are carried over.
SMILES,RTF Ca sens inh,DAGLB inhibitor,V-ATPase pH,DSG3 Ab inh,Arrestin-AP2 inh,Keap1-Nrf2 PPI,CAL PDZ FP-1,NSD2 HMT inh,CAL PDZ FP-2,LANA DNA inh
O=C(Nc1cccc2ccccc12)N1N=CCC1c1ccccc1 (configuration not stated),·,·,-4,103,5,·,·,1,·,·
CCn1c(=O)cc(OCC(=O)N2CCN(C(=O)c3ccco3)CC2)c2ccccc21,-2,-1,-1,96,29,-7,-2.6,-1,-2,0.2
Cc1ccc(NC(=O)CS(=O)CC(=O)NC23CC4CC(CC(C4)C2)C3)cc1 (configuration not stated),4,-2,0,107,-2,1,-0.8,·,3,1.7
Cn1ccnc1C(=O)c1ccc(NN)c([N+](=O)[O-])c1,9,-1,0,84,11,-2,-2.6,1,-5,0.4
CC1CC1C(=O)Nc1nc2ccc(S(C)(=O)=O)cc2s1 (configuration not stated),-1,-4,-4,·,9,-5,-1.0,0,·,-1.0
CC(O)c1ccc(-n2cnnn2)cc1 (configuration not stated),-12,-1,16,78,-3,-1,-0.1,-2,-4,0.1
O=c1[nH]c(C2CCN(S(=O)(=O)c3ccc(S(=O)(=O)NC4CC4)cc3)CC2)nc2c1nnn2Cc1ccc(F)cc1,-7,3,0,97,8,1,-1.8,-1,-2,0.8
CS(=O)(=O)N(Cc1ccc(C(=O)NN=C2CCCC2)cc1)c1ccccc1,0,-1,-2,103,6,-1,-3.4,5,-2,0.5
CCCC(=O)OCC(=O)Nc1ccc([N+](=O)[O-])cc1C#N,5,-3,1,101,26,0,-1.6,1,-2,-0.5
COc1ccc(Cc2nc(C(=O)Nc3ccc(OC)cc3)cs2)cc1,-10,-7,5,·,5,-4,-2.0,-3,-4,1.1
O=C1CN(C(=O)COC(=O)c2ccc(C(F)(F)F)cc2)c2ccccc2N1,1,1,1,·,-7,-6,-0.6,-1,0,-0.3
CC(C)(C)OCC1CO1 (configuration not stated),4,0,5,101,7,-6,-1.5,·,-4,-1.5
Cc1[nH]c2ccccc2c1C(=O)CN1C(=O)C(=O)N(CCC2=CCCCC2)C1=O,-7,-4,1,114,-8,-8,-0.1,1,-4,-0.6
Cc1cc(C2(O)C(=O)Nc3ccccc32)ccc1F (configuration not stated),-3,0,2,88,-7,-3,-2.0,4,-18,5.0
N=C1C(c2nc3ccccc3s2)=C(O)CN1NC(=O)c1ccccc1[N+](=O)[O-],5,37*,0,95,36,-1,0.2,4,1,1.7
CCOc1ccccc1N(CC(=O)Nc1ccc(S(=O)(=O)N2CCOCC2)cc1)S(=O)(=O)c1ccccc1,-11,-1,1,·,-8,3,0.4,·,-3,-0.6
CCOc1ccc(-c2noc(-c3cccnc3)n2)cc1OC,-10,0,-6,102,5,1,-2.1,-1,1,-0.6
CC(NC(=O)c1sc2ccccc2c1Cl)C1CCCO1 (configuration not stated),-13,-2,1,102,-4,3,-0.5,-2,-3,0.7
Cc1sc(C(=O)NCc2cccnc2)c2nc(C)n(CC(=O)NCc3cccnc3)c(=O)c12,-6,-2,2,99,2,-1,·,3,-4,-0.9
NS(=O)(=O)c1cccc(NC(=O)COC(=O)Cn2cnc3ccccc32)c1,-4,1,-1,92,3,2,-0.1,·,1,-0.3
COc1ccc(/C=C2\C(=O)ON=C2c2ccccc2)cc1OC,-10,0,-2,98,11,-6,-1.2,7,-4,1.4
COc1ccc(-c2nnc(SCCC(=O)O)n2-c2ccccc2)cc1,-4,-7,-4,98,2,-1,0.6,1,·,-0.1
COC(=O)C1=C(N)OC2=C(C(=O)CCC2)C1c1cccnc1 (configuration not stated),-13,-2,2,98,11,2,-1.1,-11,-2,-0.4
COc1ccc(Cl)cc1C(=O)NNC(=O)CSc1nnnn1C,4,1,1,92,-15,-5,-2.7,0,-2,0.2
CC1=CC(=C(C#N)C#N)C=C(C)N1CCN1CCNCC1,-4,3,-2,116,12,-1,-0.5,·,-3,1.0
CCCc1cc(=O)n2[nH]c(-c3cc(OC)c(OC)c(OC)c3)nc2n1,0,0,1,103,-2,-4,-2.4,2,-13,-1.4
Cn1cnnc1SCc1ccc(C(=O)n2ncc(C#N)c2N)cc1,-15,-2,-42,100,14,-33,-0.4,-6,1,0.6
CCOc1ccc(NC(=O)C2CCC(N3C(=O)C4CC=CCC4C3=O)CC2)cc1 (configuration not stated),6,0,8,108,4,1,0.0,4,-1,1.9
COC(=O)C1(C)NC(c2ccccc2C)C2C(=O)N(c3ccccc3)C(=O)C21 (configuration not stated),-9,-4,-1,118,9,-4,0.9,-5,0,0.3
# (list continues)
SMILES,RTF Ca sens inh,DAGLB inhibitor,V-ATPase pH,DSG3 Ab inh,Arrestin-AP2 inh,Keap1-Nrf2 PPI,CAL PDZ FP-1,NSD2 HMT inh,CAL PDZ FP-2,LANA DNA inh
CNC(=O)NC(=O)CSc1nnc(C(F)(F)F)n1C,-4,1,-5,98,-1,2,0.3,1,-3,-0.6
CCN(CC)c1ccc(NC(=O)CCc2nnc3ccc(N4CCCCC4)nn23)c(C)c1,0,2,0,108,19,0,0.7,·,·,0.3
CCOc1ccccc1N1CCN(C(=O)c2ccccc2)CC1,3,1,2,·,-1,-1,-0.3,0,-12,-1.2
Cc1ccccc1N(C(=O)c1snc(C(N)=O)c1N)C(C(=O)NCC1CCCO1)c1ccc(F)cc1 (configuration not stated),0,3,1,·,-9,2,-3.6,-7,·,-0.4
Cc1ccc(C)c(-c2nnc(NC(=O)COc3ccccc3)o2)c1,-1,2,-3,95,10,-1,-0.9,2,-11,-1.2
COc1ccc(C(=O)NC(CC(=O)O)c2cc([N+](=O)[O-])ccc2Cl)c(SC)c1 (configuration not stated),1,-4,3,98,26,-5,-0.2,-2,-2,-0.9
COc1ccc(C(=O)NNC(=O)C(Cc2ccc(O)cc2)NC(=O)c2ccccc2NC(=O)c2ccc(OC)cc2)cc1 (configuration not stated),3,0,-3,100,-1,2,-1.6,0,-1,1.5
